TMEM16A act: TMEM16A chloride channel activators or potentiators, primary screen, cell-based, HTS; Anoctamin-1 (Mus musculus), Q8BHY3; HEK293 TMEM16A/YFP-H148Q/I152L, iodide quench fluorescence; stronger effect = lower value; B-score at 10 µM; 0.3% of 340,000 active; AID 623877, 2012;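 active = fluorescence-ratio B-score plate-corrected deviation score at least 3 library SD below zero, with starting fluorescence score within 5 deviations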;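 also: channel opened by trigger with iodide after compound preincubation; score built on the fluorescence ratio of max minus min over baseline; more negative score means more quench and so TMEM16A activation or potentiation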
KCNK3 block: human KCNK3 channel inhibitors, primary screen, CHO cells, FluxOR thallium flux, B-score | Potassium channel subfamily K member 3 (Homo sapiens), O14649 | FluxOR fluorescence; stronger effect = lower value | B-score at 10 µM | 0.84% of 340,000 active;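 active = B-score under library mean minus 4 SD, starting fluorescence ratio at most library mean plus 5 SD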;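 also: more negative B-score means stronger inhibition of thallium flux through KCNK3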
Target sequence (O14649 whole entry, looked up): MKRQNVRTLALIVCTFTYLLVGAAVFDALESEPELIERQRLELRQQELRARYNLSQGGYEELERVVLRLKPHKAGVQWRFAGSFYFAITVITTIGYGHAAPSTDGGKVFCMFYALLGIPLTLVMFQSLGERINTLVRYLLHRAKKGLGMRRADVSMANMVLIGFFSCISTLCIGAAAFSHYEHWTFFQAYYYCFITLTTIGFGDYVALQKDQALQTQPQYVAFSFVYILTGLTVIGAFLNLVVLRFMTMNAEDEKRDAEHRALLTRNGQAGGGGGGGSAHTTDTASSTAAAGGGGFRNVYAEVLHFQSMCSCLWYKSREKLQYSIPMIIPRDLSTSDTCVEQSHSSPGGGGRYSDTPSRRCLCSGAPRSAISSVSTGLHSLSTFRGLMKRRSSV
Active calls of the source: *. Only part of the results is shown; count on the stated rates, not on these rows.

What do the screens show for `CCN(CC(=O)NCc1ccc(F)cc1)C(=O)c1cccc(S(=O)(=O)N(C)c2ccc(OC)cc2)c1`?
TMEM16A act: inactive; KCNK3 block: inactive

Results for O=C(Nc1ccc(-c2csc(Nc3ccc(Cl)cc3)n2)cc1)c1ccccc1 ?
TMEM16A act: inactive; KCNK3 block: inactive

What do the screens show for `C#CCOc1ccc(CNC[C@H]2O[C@@H](n3cnc4c(N)ncnc43)[C@H](O)[C@@H]2O)cc1`?
TMEM16A act: inactive; KCNK3 block: inactive

How did COC1OC2COC(c3ccccc3)OC2C(OC(C)=O)C1OC(C)=O (configuration not stated) do in these assays?
TMEM16A act: inactive; KCNK3 block: inactive

What do the screens show for `CCOC(=O)c1c2c(n(Cc3ccccc3)c1C)C(=O)C(=O)c1ccccc1-2`?
TMEM16A act: inactive; KCNK3 block: inactive

How did CC(C)Cc1nnc(NC(=O)c2ccc3c(c2)OCCO3)s1 do in these assays?
TMEM16A act: inactive; KCNK3 block: inactive

Results for O=C(OCc1c(-c2ccccc2)ncc2ccccc12)c1ccc(F)cc1 ?
TMEM16A act: inactive; KCNK3 block: inactive

How did CC(=NNC(=O)c1cccs1)c1ccc2c(c1)OCCO2 do in these assays?
TMEM16A act: inactive; KCNK3 block: inactive

What do the screens show for `CN(c1ccc(F)cc1)S(=O)(=O)c1ccc(Cl)c(C(=O)NCC(c2ccco2)N2CCCCC2)c1` (configuration not stated)?
TMEM16A act: inactive; KCNK3 block: inactive

What do the screens show for `O=C(NN=Cc1ccc(F)c(F)c1)c1ccc(NS(=O)(=O)c2cccs2)cc1`?
TMEM16A act: inactive; KCNK3 block: inactive

How did COc1ccc(CCC(=O)OCC(=O)Nc2sccc2C#N)cc1 do in these assays?
TMEM16A act: inactive; KCNK3 block: inactive

Results for Cc1ccc(S(=O)(=O)N2CCN(C(=O)COC(=O)CCOc3ccccc3C)CC2)c(C)c1 ?
TMEM16A act: inactive; KCNK3 block: inactive

What do the screens show for `C/C=C(\NC(C)=O)c1ccccc1`?
TMEM16A act: inactive; KCNK3 block: inactive

What do the screens show for `Cc1ccn2c(NCc3ccccc3)c(-c3cccc(SC4CCCCC4)c3)nc2c1`?
TMEM16A act: inactive; KCNK3 block: inactive

What do the screens show for `CCCSc1ccc([C@H]2N[C@@](CC(C)C)(C(=O)OC)[C@H]3C(=O)N(CC)C(=O)[C@@H]23)cc1`?
TMEM16A act: inactive; KCNK3 block: inactive

How did NC(=O)C1CN(C(=O)c2cccc(S(=O)(=O)N3CCc4ccccc43)c2)c2ccccc2O1 (configuration not stated) do in these assays?
TMEM16A act: inactive; KCNK3 block: inactive

How did CCOC(=O)Nc1cc2c(c(N)n1)N=C(c1ccccc1)CN2 do in these assays?
TMEM16A act: inactive; KCNK3 block: inactive

Results for Cc1c(C(=O)OC(C)C(=O)N(C)Cc2ccccc2)oc2ccccc12 (configuration not stated) ?
TMEM16A act: inactive; KCNK3 block: -12*

What do the screens show for `CCC1CCCCN1C(=O)COc1ccc(S(=O)(=O)N2CCOCC2)cc1Cl` (configuration not stated)?
TMEM16A act: inactive; KCNK3 block: inactive

How did COc1ccc(CCNC(=O)C(C)SCC(=O)Nc2ccc(F)cc2)cc1 (configuration not stated) do in these assays?
TMEM16A act: inactive; KCNK3 block: inactive

What do the screens show for `CCOc1ccc(NC(=O)CN(C)C(=O)c2c(C)nn(Cc3ccccc3Cl)c2C)cc1OCC`?
TMEM16A act: inactive; KCNK3 block: inactive

How did Cc1ccc(C(=O)CCC(=O)Nc2ccc(C)cn2)cc1 do in these assays?
TMEM16A act: inactive; KCNK3 block: inactive

What do the screens show for `O=C1C(Cl)=C(NCCCN2CCOCC2)C(=O)c2ccccc21`?
TMEM16A act: inactive; KCNK3 block: inactive

Results for C[C@H](CO)N1C[C@H](C)[C@@H](CN(C)S(C)(=O)=O)Oc2ccc(NC(=O)Nc3ccc(C(F)(F)F)cc3)cc2C1=O ?
TMEM16A act: inactive; KCNK3 block: inactive

Results for O=C(COC(=O)c1cccs1)Nc1ccc(Cl)cn1 ?
TMEM16A act: inactive; KCNK3 block: inactive

How did CCC1(c2ccc(F)cc2)NC(=O)N(CC(=O)NC2CCCCCC2)C1=O (configuration not stated) do in these assays?
TMEM16A act: inactive; KCNK3 block: inactive

What do the screens show for `O=C(CCCCn1ccc(=O)[nH]c1=O)Nc1ccc(C(=O)O)c(O)c1`?
TMEM16A act: inactive; KCNK3 block: inactive

Results for CC(C)(C)OC(=O)C[C@@H]1C/C=C\C[C@@H](CC(=O)NCCO)C(=O)N[C@H](C(C)(C)C)COC1=O ?
TMEM16A act: inactive; KCNK3 block: inactive

Results for O=C(NCc1cccc(F)c1)c1cccc2c1C(=O)c1ccc(Cl)cc1S2(=O)=O ?
TMEM16A act: inactive; KCNK3 block: inactive

Results for Cc1ccc(OCC(=O)Nc2ccc(-n3cnnn3)cc2)c(C)c1 ?
TMEM16A act: inactive; KCNK3 block: inactive

What do the screens show for `CC(C)(C)[C@H]1COC(=O)[C@H](NC(=O)OCC2c3ccccc3-c3ccccc32)C/C=C\C[C@@H](CC(=O)N[C@H](CO)Cc2ccccc2)C(=O)N1`?
TMEM16A act: inactive; KCNK3 block: inactive

How did CCN(C(=O)COC(=O)CCNS(=O)(=O)c1ccccc1F)c1c(N)n(Cc2ccccc2)c(=O)[nH]c1=O do in these assays?
TMEM16A act: inactive; KCNK3 block: inactive

How did COc1ccc(C(=Cc2ccccc2)C(=O)O)cc1 do in these assays?
TMEM16A act: inactive; KCNK3 block: inactive

What do the screens show for `Cc1cccc(C(C)C)c1NC(=O)CSc1cccc[n+]1[O-]`?
TMEM16A act: inactive; KCNK3 block: inactive

How did NS(=O)(=O)c1ccc(CCNC(=O)c2ccc(Cl)c(S(=O)(=O)N3CCCCC3)c2)cc1 do in these assays?
TMEM16A act: inactive; KCNK3 block: inactive

How did CC1=CC(=O)C=C/C1=C(/c1ccc(O)cc1C)c1ccccc1S(=O)(=O)O do in these assays?
TMEM16A act: inactive; KCNK3 block: inactive

Results for CC(=O)Nc1cccc2ccc(O)cc12 ?
TMEM16A act: inactive; KCNK3 block: inactive

How did Cc1ccc(S(=O)(=O)N2CCN(C(=O)c3cc(S(=O)(=O)N4CCOCC4)c(Cl)cc3Cl)CC2)cc1 do in these assays?
TMEM16A act: inactive; KCNK3 block: inactive

How did COc1ccc(NC(=O)Cc2ccsc2)cc1S(=O)(=O)N1CCCCC1 do in these assays?
TMEM16A act: inactive; KCNK3 block: inactive

Results for CC1(C)COC(c2ccc3c(c2)OCO3)OC1 ?
TMEM16A act: inactive; KCNK3 block: inactive

Results for CC(=O)c1c(C)[nH]c(C(=O)OCC(=O)N(CC(C)C)C2CCS(=O)(=O)C2)c1C (configuration not stated) ?
TMEM16A act: inactive; KCNK3 block: inactive

How did COc1cc(O)cc(/C=C/c2ccccc2)c1 do in these assays?
TMEM16A act: inactive; KCNK3 block: inactive

Results for COc1ccc(C2=CC(=O)CC(C)(C)C2)cc1 ?
TMEM16A act: inactive; KCNK3 block: inactive

Results for COc1cc(C(=O)Oc2ccccc2OC(=O)c2cc(OC)c(OC)c(OC)c2)cc(OC)c1OC ?
TMEM16A act: inactive; KCNK3 block: inactive

What do the screens show for `COc1ccc(Cl)cc1NC(=O)CN(C)C(=O)CCSc1ccc(C)cc1`?
TMEM16A act: inactive; KCNK3 block: inactive

Results for CCCn1nc(C(=O)Nc2nnc(C3CC3)s2)c2ccccc2c1=O ?
TMEM16A act: inactive; KCNK3 block: inactive

How did O=C(NCC(=O)N1CCN(C(=O)c2ccccc2)CC1)c1ccccc1 do in these assays?
TMEM16A act: inactive; KCNK3 block: inactive

Results for Cc1ccccc1C(=O)N1CCC(C(=O)OCc2nc(N)nc(Nc3ccccc3)n2)CC1 ?
TMEM16A act: inactive; KCNK3 block: inactive

What do the screens show for `O=C(CN1C(=O)NC2(CCCCCC2)C1=O)NCCc1ccc(F)cc1`?
TMEM16A act: inactive; KCNK3 block: inactive

How did CC(=O)Nc1ccc(S(=O)(=O)N(C)CC(=O)NC2CCCCCCC2)cc1 do in these assays?
TMEM16A act: inactive; KCNK3 block: inactive

Structures shown so far containing a thiophene ring, fused or not (five):
How did CC(=NNC(=O)c1cccs1)c1ccc2c(c1)OCCO2 do in these assays?
TMEM16A act: inactive; KCNK3 block: inactive

What do the screens show for `O=C(NN=Cc1ccc(F)c(F)c1)c1ccc(NS(=O)(=O)c2cccs2)cc1`?
TMEM16A act: inactive; KCNK3 block: inactive

How did COc1ccc(CCC(=O)OCC(=O)Nc2sccc2C#N)cc1 do in these assays?
TMEM16A act: inactive; KCNK3 block: inactive

Results for O=C(COC(=O)c1cccs1)Nc1ccc(Cl)cn1 ?
TMEM16A act: inactive; KCNK3 block: inactive

How did COc1ccc(NC(=O)Cc2ccsc2)cc1S(=O)(=O)N1CCCCC1 do in these assays?
TMEM16A act: inactive; KCNK3 block: inactive

The listing continues.
How did CCCCN1CC(=O)N2[C@H]3c4cc(Cl)ccc4OC[C@@H]3[C@H](C(=O)OCC)[C@]2(C)C1=O do in these assays?
TMEM16A act: inactive; KCNK3 block: inactive

What do the screens show for `COc1ccc(NC(=O)N(C)C[C@H]2Oc3ccc(NC(=O)Nc4ccc5c(c4)OCO5)cc3C(=O)N([C@H](C)CO)C[C@@H]2C)cc1`?
TMEM16A act: inactive; KCNK3 block: inactive

How did O=C(O)c1cccc(-c2noc(-c3cccc(Cl)c3)n2)c1 do in these assays?
TMEM16A act: inactive; KCNK3 block: inactive

What do the screens show for `COc1ccccc1NC(=O)COC(=O)c1[nH]c(=O)[nH]c(=O)c1N`?
TMEM16A act: inactive; KCNK3 block: inactive

What do the screens show for `O=C(CCNC(=O)c1ccc(Cl)cc1)NN1C(=O)NC2(CCCCC2)C1=O`?
TMEM16A act: inactive; KCNK3 block: inactive

Results for CC(=O)Nc1cccc(C(=O)Nc2cccc(S(=O)(=O)NCc3ccco3)c2)c1 ?
TMEM16A act: inactive; KCNK3 block: inactive

How did Cc1ccc(C(=O)CCC(=O)OCC(=O)Nc2nnc(-c3ccccc3)o2)cc1 do in these assays?
TMEM16A act: inactive; KCNK3 block: inactive

How did Nc1ccc(S(=O)(=O)NCC(=O)OC2CCOC2=O)cc1[N+](=O)[O-] (configuration not stated) do in these assays?
TMEM16A act: inactive; KCNK3 block: inactive

What do the screens show for `COc1ccc([C@H]2CC(=O)C=C(c3cccc(CO)c3)C2)cc1`?
TMEM16A act: inactive; KCNK3 block: inactive

Results for COc1ccc(Nc2nnc(SC(C)C(=O)NC3CC3)s2)cc1 (configuration not stated) ?
TMEM16A act: inactive; KCNK3 block: inactive

How did CC1(C2CC2)NC(=O)N(CC(=O)N2CCN(c3ccc(F)cc3)CC2)C1=O (configuration not stated) do in these assays?
TMEM16A act: inactive; KCNK3 block: inactive

Results for CCC(O)(C(=O)Nc1ccccc1C(F)(F)F)c1ccccc1OC (configuration not stated) ?
TMEM16A act: inactive; KCNK3 block: inactive

How did Cc1noc(C)c1NC(=O)Nc1ccc2c(c1)C(=O)N([C@H](C)CO)C[C@H](C)[C@@H](CN(C)C(=O)NC(C)C)O2 do in these assays?
TMEM16A act: inactive; KCNK3 block: inactive

How did COc1ccc(NC(=O)CN2C(=O)NC(C)(C3CC3)C2=O)cc1S(=O)(=O)N1CCOCC1 (configuration not stated) do in these assays?
TMEM16A act: inactive; KCNK3 block: inactive

How did CC(OC(=O)c1cccc([N+](=O)[O-])c1)C(=O)N1CCc2ccccc21 (configuration not stated) do in these assays?
TMEM16A act: inactive; KCNK3 block: inactive

What do the screens show for `COc1ccc(-c2cccc(-c3cc(=O)oc4cc(OC)c(OC)c(OC)c34)c2)cc1`?
TMEM16A act: inactive; KCNK3 block: inactive

Results for CCCC(C)NC(=O)Cc1ccc(S(=O)(=O)N2CCOCC2)s1 (configuration not stated) ?
TMEM16A act: inactive; KCNK3 block: inactive

How did CC(=O)NC12CC3CC(C1)CC(C(=O)NCC(=O)Nc1c(C)cc(C)cc1C)(C3)C2 do in these assays?
TMEM16A act: inactive; KCNK3 block: inactive

Results for CC1CCCC(C)N1C(=O)COC(=O)COc1ccc(C#N)cc1 (configuration not stated) ?
TMEM16A act: inactive; KCNK3 block: inactive

How did COc1cccc(-c2c(-c3cc(OC)cc(OC)c3)n(C)c3ccc(-c4cccc5[nH]ccc45)cc23)c1 do in these assays?
TMEM16A act: inactive; KCNK3 block: inactive

What do the screens show for `CC(C)NC(=O)Nc1ccc2c(c1)C(=O)N([C@H](C)CO)C[C@H](C)[C@@H](CN(C)C(=O)NC(C)C)O2`?
TMEM16A act: inactive; KCNK3 block: inactive

Results for COc1ccc(NC(=O)/C(N=Nc2cccc(S(=O)(=O)Nc3ccc(SC(F)F)cc3)c2)=C(\C)O)cc1 ?
TMEM16A act: inactive; KCNK3 block: inactive

How did COc1ccc(C2(C)NC(=O)N(CC(=O)NCC(=O)Nc3ccc(F)c(F)c3F)C2=O)cc1OC (configuration not stated) do in these assays?
TMEM16A act: inactive; KCNK3 block: inactive

What do the screens show for `Cc1cc(C)n2nc(SCC(=O)NC(=O)c3ccc(OC(F)F)cc3)nc2n1`?
TMEM16A act: inactive; KCNK3 block: inactive

Results for CCOc1cc(/C=C/C(=O)OCC(=O)NCC2CCCO2)cc(Cl)c1OC (configuration not stated) ?
TMEM16A act: inactive; KCNK3 block: inactive

Pulled by compound from above, two records:
How did COc1ccc(C2(C)NC(=O)N(CC(=O)NCC(=O)Nc3ccc(F)c(F)c3F)C2=O)cc1OC (configuration not stated) do in these assays?
TMEM16A act: inactive; KCNK3 block: inactive

Results for CCOc1cc(/C=C/C(=O)OCC(=O)NCC2CCCO2)cc(Cl)c1OC (configuration not stated) ?
TMEM16A act: inactive; KCNK3 block: inactive

Source: PubChem BioAssay (Johns Hopkins Ion Channel Center)
